MEKK2 WT-MEK5 – raises or lowers MEK5 binding to wildtype human MEKK2 PB1 domain. Q9Y2U5. bead flow cytometry, Alexa488-MEK5 binding to MEKK2 WT; actives lie on both sides. binding response (% of control), % at 10 µM. 1.1% of 290,000 active. AID 1531; in the data active means binding response below about 67% or above about 130%
OXTR agonist – human OXTR agonism; 0.32% of 320,000 active; activation, % at 3 µM; P30559; AID 2435; CHO-OTR cells, Fluo-8 calcium fluorescence; normalized: DMSO 0%, oxytocin 100%;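 active means activation above the mean of all tested compounds plus 3 SD, cutoff set per screening run, cut at about 20% in these data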;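 further: peak over basal fluorescence ratio from a 100 s FLIPR kinetic read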
MEKK2 mut-MEK5 – signal of MEK5 binding to mutant human MEKK2 PB1 domain; bead flow cytometry, Alexa488-MEK5 binding to MEKK2 mutant; percent response, % at 10 µM; 0.35% of 290,000 active; in the data active means percent response above about 24%, passing the limit was not always enough; further: inactives centre near 1; some results filed as inactive read as strong as hits; reference of the scale not given here
GPR7 antag – antagonists of human GPR7 (neuropeptides B/W receptor 1) | P48145 | GPR7-expressing cells, fluorescence antagonist assay | inhibition, % at 4.4 µM | 1.1% of 290,000 active | AID 1861; in the data active means inhibition above about 16%, passing the limit was not always enough;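 further: cells stimulated with the agonist NPW; 0% = agonist with vehicle and 100% = vehicle without agonist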
Target sequence (P48145 whole entry, looked up): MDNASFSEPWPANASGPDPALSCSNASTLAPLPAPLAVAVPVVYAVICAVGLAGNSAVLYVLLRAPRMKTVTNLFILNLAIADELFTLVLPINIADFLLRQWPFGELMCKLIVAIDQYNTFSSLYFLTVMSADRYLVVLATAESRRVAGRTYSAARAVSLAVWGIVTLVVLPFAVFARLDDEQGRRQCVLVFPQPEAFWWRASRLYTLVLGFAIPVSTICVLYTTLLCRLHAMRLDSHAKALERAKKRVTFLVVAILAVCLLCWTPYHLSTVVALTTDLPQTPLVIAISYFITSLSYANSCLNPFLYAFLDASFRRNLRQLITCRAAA
PHOSPHO1 block – inhibitors of human PHOSPHO1 phosphatase; Q8TCT1; recombinant PHOSPHO1, absorbance phosphatase assay; inhibition, % at 13.3 µM; 1.1% of 290,000 active; AID 1565; in the data active means inhibition above about 60%
NALP1 inh – blocks the NALP1 inflammasome reconstituted in yeast; inhibition, % at 10 µM; 0.61% of 280,000 active; S. cerevisiae NALP1/ASC/caspase-1 growth, X-gal OD620, 72 h; in the data active means inhibition mostly above about 24%, no sharp cut-off; inactive means mostly below about 32%; further: some compounds called inactive have numbers as strong as hits
GalR3 antagonist – antagonists of human GalR3. O60755. HEK293 GalR3-CNG cAMP membrane potential fluorescence; galR3 body fused to GalR1 C-terminus. inhibition, % at 3 µM. 0.44% of 360,000 active. AID 651719;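 active means inhibition above the screen-wide average plus 3 SD, cut at about 13% in these data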;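 further: forskolin and galanin both at EC90 stimulate the cells; cAMP rise reported by CNG channel membrane potential dye signal; 0% = forskolin plus galanin with DMSO and 100% = forskolin alone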
MEKK3 PB1 HTS – MEKK3-MEK5 PB1 interaction, increase or decrease. Q99759. bead-based flow cytometry, Alexa488-MEK5 binding to MEKK3; actives lie on both sides; 0 = blocked by unlabeled MEK5, 100 = vehicle. binding response (% of control), % at 10 µM. 1.4% of 290,000 active;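 active means binding response more than 3 SD above or below the average of its plate-row segment, actives on both sides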;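 further: Alexa488 bead fluorescence after subtracting the streptavidin-only scavenger bead signal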
Target sequence (Q99759 whole entry, looked up): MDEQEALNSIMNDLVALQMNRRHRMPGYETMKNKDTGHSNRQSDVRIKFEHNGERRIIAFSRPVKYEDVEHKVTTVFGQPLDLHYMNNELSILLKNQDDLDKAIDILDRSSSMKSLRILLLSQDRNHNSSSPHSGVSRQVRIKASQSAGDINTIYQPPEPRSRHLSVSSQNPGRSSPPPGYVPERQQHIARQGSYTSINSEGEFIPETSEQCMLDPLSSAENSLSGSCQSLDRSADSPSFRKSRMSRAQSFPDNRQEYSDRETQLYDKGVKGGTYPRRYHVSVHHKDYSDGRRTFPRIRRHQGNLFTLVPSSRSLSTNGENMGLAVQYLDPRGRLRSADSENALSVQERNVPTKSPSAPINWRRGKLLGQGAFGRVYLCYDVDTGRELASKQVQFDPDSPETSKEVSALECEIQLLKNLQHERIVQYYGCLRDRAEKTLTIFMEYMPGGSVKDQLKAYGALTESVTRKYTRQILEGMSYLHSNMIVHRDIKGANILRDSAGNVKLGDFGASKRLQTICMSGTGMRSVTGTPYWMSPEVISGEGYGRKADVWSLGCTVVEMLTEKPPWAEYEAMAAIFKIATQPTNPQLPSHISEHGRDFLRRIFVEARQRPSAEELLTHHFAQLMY
V1R ag counter – activates human V1a receptor in oxytocin agonist counter-screen. activation, % at 3 µM. 0.25% of 320,000 active. P37288. CHO-V1R cells, Fluo-8 calcium fluorescence, agonist mode; 0% DMSO, 100% 3 nM vasopressin;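 active means activation above the mean activation of all tested compounds plus 3 SD, per screening run, cut at about 20% in these data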;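 further: signal is peak over basal fluorescence ratio across a 100 second FLIPR read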
Active calls of the source: *; · = no result given; & = joins results of further samples.

SMILES	MEKK2 WT-MEK5	OXTR agonist	MEKK2 mut-MEK5	GPR7 antag	PHOSPHO1 block	NALP1 inh	GalR3 antagonist	MEKK3 PB1 HTS	V1R ag counter
O=C(c1cc2ccccc2oc1=O)N(Cc1ccco1)C1CCS(=O)(=O)C1 (configuration not stated)	107	0.5	6	1	-8	-18	4	97	0.6
O=C(c1ccc(Cl)s1)N1CCOCC1	110	0.6	7	-2	28	12	-3	108	0.2
COc1cccc(-c2nn(C)c3sc(C(=O)N4CCOCC4)cc23)c1	109	-1.1	8	-2	2	46	4	107	-0.2
Cc1ccccc1N(C(=O)CCC(=O)Nc1ccccn1)C(C(=O)NC(C)C)c1ccc(F)cc1 (configuration not stated)	103	1.7	0	-23	9	-2	-2	104	0.7
COc1ccc(OC)c(N/C=C/C(=O)c2ccccc2)c1	96	-2.1	1	6	8	4	-8	98	0.1
COC(=O)C(CCCCNC(=O)c1ccc([N+](=O)[O-])cc1)NC(=O)c1ccc([N+](=O)[O-])cc1 (configuration not stated)	99	-1.0	-1	-3	17	28	-8	102	1.3
CSC(=S)N/N=C/c1ccc(Br)cc1	91	-1.6	-3	-5	6	-8	-1	97	-0.3
CCc1nc2sc(C(=O)O)c(N)c2c2c1CCCC2	92	0.2	-13	-10	-8	16	-7	94	1.0
O=[N+]([O-])c1c(C(Cl)Cl)nn(-c2ccccc2)c1N1CCCC1	99	-2.4	-2	13	6	-29	-10	102	-0.4
CCOC(=O)CC(=O)c1sc2c(c1N)c(=O)[nH]c(=O)n2-c1ccc(OC)cc1	101	0.0	0	-6	22	-8	-12	101	0.1
Cc1cc(C(F)(F)F)n2nc(C(=O)O)c(Cl)c2n1	100	0.6	8	-11	-25	-6	3	98	-0.2
Cn1c(CNC(=O)Nc2cccc(Cl)c2)nnc1SCc1ccccc1	100	0.3	0	-7	15	21	-2	97	0.6
C=CCc1ccccc1OCCNCCCOC	95	0.5	-3	-12	-10	38	-1	95	1.1
Cc1ccccc1Cc1c(C)nc2c(C(=O)NCc3ccco3)cnn2c1C	103	-1.6	5	-9	13	-6	·	102	-1.3
C=CCn1cc(C(=O)NCCOC)c(=O)c2cc(S(=O)(=O)N(CC)CC)ccc21	104	1.2	0	1	20	·	-6	101	0.0
COC(=O)COc1cc(OCC(=O)OC)c2c(C)c(Cl)c(=O)oc2c1	96	0.6	-2	-10	-6	5	-13	98	1.1
NC(=O)Cn1cc(C(=O)COc2ccccc2)c2ccccc21	86	1.4	-6	1	-24	-1	-5	94	1.0
CC(C)(C)C1CCC(=NNC(=O)C(=O)NC2CCCCC2)CC1 (configuration not stated)	109	-1.3	4	-14	-1	-17	-9	106	-0.9
CCn1c(SCc2ccc(F)cc2)nc2c(c1=O)SCC2	95	-1.0	-3	-7	-10	-2	6	88	-1.5
O=C(c1nc2ccccc2s1)N1CCN(c2ccccn2)CC1	105	-1.3	-1	12	-23	6	-5	102	0.2
O=C(/C=C/c1ccc(Br)cc1)c1ccc(NC(=O)c2ccco2)cc1	105	-0.5	2	8	-14	·	-3	104	0.1
CO[C@H]1C=CO[C@@]2(C)Oc3c(C)c(O)c4c(O)c(c(C=NN5CCN(C6CCCC6)CC5)c(O)c4c3C2=O)NC(=O)C(C)=CC=C[C@H](C)[C@H](O)[C@@H](C)[C@@H](O)[C@@H](C)[C@H](OC(C)=O)[C@@H]1C	102&100	·	3&-2	-9	36	14	·	101&101	·
COc1ccc(C)cc1N/C(N)=N/c1nc(C)cc(C)n1	104	1.6	2	-8	20	-45	-6	107	1.7
CC1(C)OC(=O)C(=CNCC(O)c2ccccc2)C(=O)O1 (configuration not stated)	106	1.2	10	7	26	15	-9	109	0.8
Cn1c(-c2ccccc2)c[n+]2c1-c1ccccc1C2	109	0.7	20	-4	22	·	-2	109	0.1
COCCNC(=O)c1c(N)n(/N=C/c2ccc(F)cc2)c2nc3ccccc3nc12	101	0.6	1	-10	-40	12	0	98	1.1
CCC(C(=O)NCCN1CCOCC1)n1c2ccccc2c2nc(=O)cc(C)n21 (configuration not stated)	107	0.6	3	-14	28	33	-7	102	0.1
Clc1ccc(/C=N/N2CCN(Cc3ccccc3Cl)CC2)cc1	108	-1.1	7	-5	-9	20	-3	104	-0.9
O=C(Nc1nnc(C2CC2)o1)c1ccc(S(=O)(=O)N2CCCCC2)cc1	106	-0.2	4	-16	41	-4	-1	103	0.9
COc1ccc(CNC(=O)c2cccc(N(C)C)c2)cc1	108	-0.8	6	-14	9	14	1	105	0.8
Cc1cc(C)n2nc(C(=O)OCC(=O)N(CC(C)C)CC(C)C)nc2n1	100	0.0	2	-6	20	10	-6	101	-0.3
COc1ccc(NC(=O)c2sc(NC(=O)C3CC3)nc2C)cc1	96	0.5	-3	13	·	23	-10	97	1.4
COc1ccc(-c2cc(CCCC(=O)NCc3ccccn3)no2)cc1	105	0.8	8	10	13	21	·	107	2.4
CC(C)c1ccc(NC2CCCN(C(=O)CSc3nncn3C)C2)cc1 (configuration not stated)	100	-0.7	0	-14	4	18	-7	102	0.9
CCOC(=O)C1CCCN(Cc2cc(=O)oc3cc(C)c(C)cc23)C1 (configuration not stated)	96	-2.2	-2	1	24	4	-6	100	-1.7
N#C/C(=C(/O)C(Cl)(Cl)Cl)c1nc2ccccc2[nH]1	94	15	-3	-15	20	-1	0	99	13
NS(=O)(=O)c1cccc(NC(=O)COC(=O)/C=C/c2ccco2)c1	111	0.4	7	-5	43	-12	-8	109	0.2
COc1ccc(NC(=O)Nc2nc(C)cc(C)n2)c(OC)c1	93	0.9	-15	4	24	16	-5	92	0.2
O=C(NC1CCCCC1)C(c1ccccc1)N(C(=O)Cc1ccsc1)c1ccccc1 (configuration not stated)	104	3.9	1	-15	14	27	0	104	3.8
O=C(CCl)Nc1cccc(Oc2cnccn2)c1	100	-0.7	3	-7	18	10	-8	101	-0.2
COc1ccc(Cc2[nH]n3c(=O)cc(C)nc3c2-c2ccccc2)cc1	74	1.4	-20	4	21	9	0	77	0.7
CCS(=O)(=O)c1ccc(C(=O)NC2CC2)c(Cl)c1Cl	103	1.3	3	-18	60*	6	-6	100	0.4
CCC(C)(C)C1CCC2(CC1)NC(=O)N(CC(=O)N(C)CC(=O)Nc1ccccc1C(F)(F)F)C2=O (configuration not stated)	100	0.3	2	17	4	4	0	95	0.1
COc1cc(C(=O)Nc2nnc(C3CC3)s2)ccc1OCc1c(C)noc1C	106	0.2	-1	-3	53	-5	-1	122	0.5
COc1cccc(NC(=O)CN(c2ccc3c(c2)OCO3)S(C)(=O)=O)c1	90	2.9	-48	20	26	-12	1	82	1.7
CC(=O)Nc1ccc(N/C=C(\C#N)S(=O)(=O)c2ccc(Cl)cc2)cc1	107	3.4	1	-5	2	15	-11	101	4.5
CCOc1ccc(NC(=O)C2CCN(S(=O)(=O)c3ccc4c(c3)CC(C)N4C(C)=O)CC2)cc1 (configuration not stated)	99	5.6	3	-9	18	2	-4	99	12
NNC(=S)NC1CCCCCCCCCCC1	101	-1.8	-3	-10	20	-5	-1	101	0.1

Record cards, as listed above.
COc1ccc(NC(=O)Nc2nc(C)cc(C)n2)c(OC)c1 reads MEKK2 WT-MEK5 = 93; OXTR agonist = 0.9; MEKK2 mut-MEK5 = -15; GPR7 antag = 4; PHOSPHO1 block = 24; NALP1 inh = 16; GalR3 antagonist = -5; MEKK3 PB1 HTS = 92; V1R ag counter = 0.2
CCS(=O)(=O)c1ccc(C(=O)NC2CC2)c(Cl)c1Cl reads MEKK2 WT-MEK5 = 103; OXTR agonist = 1.3; MEKK2 mut-MEK5 = 3; GPR7 antag = -18; PHOSPHO1 block = 60*; NALP1 inh = 6; GalR3 antagonist = -6; MEKK3 PB1 HTS = 100; V1R ag counter = 0.4
NS(=O)(=O)c1cccc(NC(=O)COC(=O)/C=C/c2ccco2)c1 reads MEKK2 WT-MEK5 = 111; OXTR agonist = 0.4; MEKK2 mut-MEK5 = 7; GPR7 antag = -5; PHOSPHO1 block = 43; NALP1 inh = -12; GalR3 antagonist = -8; MEKK3 PB1 HTS = 109; V1R ag counter = 0.2

Later entries.
SMILES	MEKK2 WT-MEK5	OXTR agonist	MEKK2 mut-MEK5	GPR7 antag	PHOSPHO1 block	NALP1 inh	GalR3 antagonist	MEKK3 PB1 HTS	V1R ag counter
Clc1cccc(Oc2cnns2)c1Cl	103	-1.8	1	-14	21	-3	0	102	0.0
COc1ccc(-c2nnc3sc(COc4ccccc4)nn23)cc1	96	-1.6	-5	-4	25	-5	-3	98	0.0
CC(C)C(=O)Nc1cccc(NC(=S)NC(=O)C(c2ccccc2)c2ccccc2)c1	96	4.0	-4	13	28	17	-5	103	7.0
COCCNC(=O)Cn1cc(/C=C(\C#N)C(=O)NC2CCCC2)c2ccccc21	99	-0.3	0	21	-2	-6	0	100	-0.4
Cc1ccc2c(c1)C1(OCCO1)C(=O)N2	113	0.6	9	-17	4	5	-2	106	-0.3
Cc1ccc(OCC(=O)Nc2ccc(S(=O)(=O)N3CCOCC3)cc2)c(C)c1	97	·	3	4	18	9	-8	99	·
CCc1ccccc1NC(=O)C1CCCN(c2ncnc3onc(-c4ccc(F)cc4)c23)C1 (configuration not stated)	96	-0.9	-2	29*	43	13	-11	101	-1.5
O=C(O)c1cccc(NS(=O)(=O)c2ccc3c4c(cccc24)C(=O)N3)c1	101	0.6	5	-4	40	8	-7	100	0.5
Cc1ccc(NC(=O)CSc2nnc(CCCCCNC(=O)OC(C)(C)C)o2)c(C)c1	100	3.3	2	21	-1	4	·	98	4.3
CC1CCCN(CCCNC(=O)CN2C(=O)COc3ccc(S(=O)(=O)N4CCOCC4)cc32)C1 (configuration not stated)	101	0.7	1	-11	24	23	-1	101	0.0
O=c1[nH]ncc(N/N=C\c2ccncc2)c1Cl	118	0.2	5	-8	16	-2	0	136*	0.5
CC(C)OCCCNC(=O)c1cccc(NC(=O)c2ccccc2)c1	101	0.1	0	-6	-2	24	-3	101	0.9
COCCn1nnnc1SCC(=O)Nc1ccc2c(c1)OCO2	94	-0.3	-8	-2	37	5	-6	95	-0.2
O=C(O)c1ccc(Cl)c(NCc2cccnc2)c1	104	0.9	5	-2	15	9	-3	101	1.0
CCS(=O)(=O)c1nc(S(=O)(=O)c2ccc(C)cc2)c(N2CCN(C)CC2)s1	99	1.4	0	-20	58	12	-2	99	1.4
O=C(NCC1COc2ccccc2O1)c1ccccc1 (configuration not stated)	94	0.3	5	-15	16	20	-5	96	1.1
Cc1csc(NC(=O)CCCSc2nc3ccccc3s2)n1	102	12	-1	14	-11	·	-1	104	4.4
O=S(=O)(O)c1ccc(N=Nc2ccccc2)cc1	105	0.8	2	0	-3	5	-9	102	1.0
COc1cc(C(=O)Nc2ccc(S(=O)(=O)Nc3ncccn3)cc2)c([N+](=O)[O-])cc1OC	102	0.2	-2	-3	-11	37	-5	98	0.2
O=C(O)c1cccc(S(=O)(=O)N2CCSCC2)c1	105	0.2	5	-13	-10	-3	-1	104	0.4
C[n+]1cc(-c2ccccc2)n2c1CCCCC2	111	1.4	9	-13	-52	0	·	104	1.1
CCOP(=O)(OCC)C(C#N)=C1SCN(c2ccc(Cl)cc2)CS1	116	-0.8	6	-4	29	20	0	110	-0.9
COc1ccc(C)cc1S(=O)(=O)N(C)CC(=O)N1CCN(C)CC1	101	-0.5	-1	-4	17	40*	1	97	1.2
Nc1ccc2nc3c(=O)n(C4CCCCC4)c(=O)[nH]c3nc2c1	98	91*	5	5	-168	·	-5	103	159*
CC(=O)N1CCN(C(=O)C(Cc2c[nH]c3ccccc23)NC(=O)c2ccccc2Cl)CC1 (configuration not stated)	100	1.5	-2	-13	31	-14	6	103	0.5
COc1ccc2c(c1OC)C(=O)N1c3ccccc3N=C(c3ccc([N+](=O)[O-])cc3)CC21 (configuration not stated)	107	-0.6	10	11	-6	0	-1	99	0.6

Screening results as filed in PubChem.
